# Bioassay records as filed in PubChem.
# USP1 inh: Inhibitors of USP1/UAF1: Primary Screen | Ubiquitin carboxyl-terminal hydrolase 1 (Homo sapiens), O94782 | recombinant USP1/UAF1, Ub-Rhodamine cleavage fluorescence | Potency, µM (highest dose often 57.1 µM), for the others: top-dose activity change, negative = inhibition, actives largely listed as inhibitors | 390,000 compounds, 0.23% hits | AID 743255, 2014; further: potency means the concentration at half of the fitted maximal effect; on the % scale 0 is the no-effect control and ±100 the full control effect; nearly all actives have a fitted effect of over 60% in size; inactives centre near -12
#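 In this screen, compounds sit with the deubiquitinase complex (1nM) for 15 min at room temperature before Ub-Rho is added at 150nM final. Fluorescence rise is then followed for 6 reads every 60 seconds.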
# rTrxR1 inhibitor: qHTS Assay for Inhibitors of Mammalian Selenoprotein Thioredoxin Reductase 1 (TrxR1): qHTS; AID 588453, 2011; Potency, µM (doses to about 114 µM), without a hit: at the highest dose activity change, negative = inhibition, usual class: inhibitors; recombinant rTrxR1, NADPH fluorescence consumption, selenite substrate; 390,000 compounds, 1% hits; further: potency means the concentration at half of the fitted maximal effect; on the % scale 0 is the no-effect control and ±100 the full control effect; nearly all actives have a fitted effect of over 65% in size
#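 Rat TrxR1 (90 nM in the dispensed reagent) was pre-reduced with 400 uM NADPH for 5 min at room temperature, then incubated with compound for 15 min. After 400 uM selenite was added, NADPH fluorescence (Ex 340/Em 450 nm) was followed for 8 min.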
# Tb PGK inh: qHTS Assay to Find Inhibitors of Phosphoglycerate Kinase; PGK/GAPDH coupled, Kinase-Glo luminescence, 60 min; Potency, µM (highest dose often 57.5 µM), for inactives: at the top dose activity change, negative = inhibition, usual class: inhibitors; 380,000 compounds, 0.043% hits; further: potency means the concentration at half of the fitted maximal effect; on the % scale 0 is the no-effect control and ±100 the full control effect; nearly all actives have a fitted effect of over 60% in size
#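 Recombinant glycosomal PGK reaction used 1,3-bisphosphoglycerate generated in-well by GAPDH (100nM final) in 100mM TEA pH 7.6, 5mM MgCl2, 0.01% Tween-20. After 60 minutes at room temperature, ATP was read by Kinase-Glo Plus luminescence end-point.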
# HP1b chromo inh: HTS for Inhibitors of HP1-beta Chromodomain Interactions with Methylated Histone Tails. Chromobox protein homolog 1 (Homo sapiens), P83916. AlphaScreen HP1-beta / biotin-H3K9me3 peptide binding. Potency, µM (top dose mostly 114 µM), inactives show at the top dose activity change, negative = inhibition, most hits filed as inhibitors. 390,000 compounds, 0.56% hits; further: potency means the concentration at half of the fitted maximal effect; nearly all actives have a fitted effect of over 70% in size; inactives centre near 23
# Target sequence (P83916 whole entry, looked up): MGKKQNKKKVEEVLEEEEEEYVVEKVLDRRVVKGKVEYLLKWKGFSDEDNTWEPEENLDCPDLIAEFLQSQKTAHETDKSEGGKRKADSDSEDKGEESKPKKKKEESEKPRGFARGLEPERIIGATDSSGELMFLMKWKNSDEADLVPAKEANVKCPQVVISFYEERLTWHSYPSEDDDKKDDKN
#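 AlphaScreen: HP1-beta (50 nM) preformed 30 min with biotin-H3(1-18)K9me3 peptide (50 nM) in PBS pH 7.4, 0.01% Tween-20. Compound added for 30 min at RT, then streptavidin donor/nickel chelate acceptor beads (10 ug/mL) for 30 min.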
# mIDH1 inhibitor: qHTS for Inhibitors of mutant isocitrate dehydrogenase 1 (IDH1): qHTS; Isocitrate dehydrogenase [NADP] cytoplasmic (Homo sapiens), O75874; IDH1-R132H enzyme, NADPH consumption, diaphorase/resazurin fluorescence; Potency, µM (highest dose often 76.6 µM), inactives show at the highest dose activity change, negative = inhibition, usual class: inhibitors; 390,000 compounds, 0.093% hits; further: potency means the concentration at half of the fitted maximal effect; on the % scale 0 is the no-effect control and ±100 the full control effect; nearly all actives have a fitted effect of over 65% in size
# Target sequence (O75874 whole entry R132H, stated change not applied): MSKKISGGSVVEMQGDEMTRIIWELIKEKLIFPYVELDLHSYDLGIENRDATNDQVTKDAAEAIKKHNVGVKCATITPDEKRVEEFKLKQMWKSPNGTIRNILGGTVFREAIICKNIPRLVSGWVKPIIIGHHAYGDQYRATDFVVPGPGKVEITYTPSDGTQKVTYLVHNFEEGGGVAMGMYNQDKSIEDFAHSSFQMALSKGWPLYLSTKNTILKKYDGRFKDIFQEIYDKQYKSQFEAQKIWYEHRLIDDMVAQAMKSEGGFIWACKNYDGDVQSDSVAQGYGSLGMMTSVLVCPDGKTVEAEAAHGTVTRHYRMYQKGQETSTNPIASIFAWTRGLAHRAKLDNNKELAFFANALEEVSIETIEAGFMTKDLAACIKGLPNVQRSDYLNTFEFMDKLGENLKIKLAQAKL
#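 IDH1-R132H (0.5 ug/mL dispensed) in pH 7.5 Tris buffer was preincubated 30 min with compound, then given a substrate mix of 0.016 mM NADPH and 2 mM alpha-KG for 80 min at room temperature; remaining NADPH was read by diaphorase/resazurin fluorescence.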
# GLS inh: qHTS for Inhibitors of Glutaminase (GLS); Glutaminase kidney isoform, mitochondrial (Homo sapiens), O94925; Potency, µM (top dose mostly 45.5 µM), for the others: at the highest dose activity change, negative = inhibition, most hits filed as inhibitors; 410,000 compounds, 0.21% hits; GLS enzymatic activity, qHTS titration; further: potency means the concentration at half of the fitted maximal effect; on the % scale 0 is the no-effect control and ±100 the full control effect
#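 hKGA; 45 mM KH2PO4 pH 8.2 + 0.02% Tween-20; cpd via pin tool; 1 mM Gln soln; GluOx/HRP/Amplex Red; RT 30 min; fluor. t0 & final.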
# TrxR1 substrate: qHTS Assay for Substrates of Mammalian Selenoprotein Thioredoxin Reductase 1 (TrxR1): qHTS; Thioredoxin reductase 1, cytoplasmic (Rattus norvegicus), O89049; 390,000 compounds, 0.01% hits; Potency, µM (highest dose often 114 µM), for inactives: at the top dose activity change, negative = substrate turnover; purified TrxR1 substrate turnover, NADPH consumption readout; further: potency means the concentration at half of the fitted maximal effect; on the % scale 0 is the no-effect control and ±100 the full control effect; nearly all actives have a fitted effect of over 50% in size
#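 Rat TrxR1, dispensed at 90 nM, was prereduced with 400 uM NADPH (final) for 5 min at ~22 deg C, then incubated with compound 15 min before 400 uM selenite. A first-read NADPH fluorescence drop versus no-compound background flagged substrates.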
# PI4K2A block: qHTS for small molecular inhibitors of PI4K2A; 420,000 compounds, 0.13% hits; Phosphatidylinositol 4-kinase type 2-alpha (Homo sapiens), Q9BTU6; purified PI4K2A, ADP-Glo luminescence, 1 h; active compounds read low; activity change, negative = inhibition, % at 76.9 µM; in the data active means activity change below about -50%; inconclusive means mostly about -30% to -49%;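 further: -100% = wells without enzyme as full effect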
# Target sequence (Q9BTU6 whole entry, looked up): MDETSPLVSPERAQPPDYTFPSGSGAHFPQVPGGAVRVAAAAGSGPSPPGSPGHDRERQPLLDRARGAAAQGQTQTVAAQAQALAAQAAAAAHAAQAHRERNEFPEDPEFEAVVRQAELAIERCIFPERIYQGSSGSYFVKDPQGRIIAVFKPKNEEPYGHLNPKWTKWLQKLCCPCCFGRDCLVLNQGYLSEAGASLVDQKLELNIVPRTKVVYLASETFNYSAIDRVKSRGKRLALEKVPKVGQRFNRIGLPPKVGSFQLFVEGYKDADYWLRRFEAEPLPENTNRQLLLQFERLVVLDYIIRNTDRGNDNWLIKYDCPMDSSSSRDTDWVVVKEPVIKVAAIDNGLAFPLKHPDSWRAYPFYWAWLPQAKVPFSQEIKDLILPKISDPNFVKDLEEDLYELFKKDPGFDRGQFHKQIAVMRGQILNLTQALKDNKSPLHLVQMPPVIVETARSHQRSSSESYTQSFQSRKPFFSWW
#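 Compounds are screened against recombinant PI4K2A using PI as substrate and ATP, the latter dispensed at 300 microM. Reactions run one hour at ambient temperature before ADP-Glo detection; full inhibition defined by wells lacking enzyme.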
# Pin1 inh: qHTS Assay to Find Inhibitors of Pin1 | AID 504891, 2011 | Potency, µM (highest dose often 115 µM), for inactives: top-dose activity, negative = inhibition, actives largely listed as inhibitors | 390,000 compounds, 0.009% hits | Pin1 FP peptide displacement, HiFluor488, 10 min | Peptidyl-prolyl cis-trans isomerase NIMA-interacting 1 (Homo sapiens), Q13526; active means well fitted inhibition curve with a large enough effect in the polarisation, with a control signal flat, not every such curve was filed as active; inconclusive means small, poorly fitted or top-dose-only effect, or effect the other way, or a change in a side signal; inactive means no such curve, though single readings can be large or run the other way; the % refers to the polarisation; further: potency means the concentration at half of the fitted maximal effect; on the % scale 0 is the no-effect control and ±100 the full control effect
# Starred values were filed as active, the others as inactive; i = inactive; ? = inconclusive; . = not tested or not shown; & = joins results of further samples; [ ] = dose if it differs, or a comment. Unless noted, the call rests on the fitted dose curve; in most records, active means well fitted curve in the direction sought with a large enough effect; inconclusive means small, poorly fitted or top-dose-only effect, or another doubt; inactive means no such curve, though single readings can be large; an effect the other way counts as inactive or inconclusive.
SMILES,USP1 inh,rTrxR1 inhibitor,Tb PGK inh,HP1b chromo inh,mIDH1 inhibitor,GLS inh,TrxR1 substrate,PI4K2A block,Pin1 inh
CN(C)S(=O)(=O)n1cnc(C(CCO)c2ncn(S(=O)(=O)N(C)C)c2CCCO)c1 (centres undefined),-21%,12%,0%,23%,6%,3%,5%,-3,-2%
COc1ccc(-c2csc3ncnc(N4CCN(c5ccccc5OC)CC4)c23)cc1,-15%,37%[activator][57.1 µM],-6%,?,6%,29%,14%[57.1 µM],-10,41%[activator]
CCOC(=O)N1CCC(NC(=O)c2cc(S(=O)(=O)NCCc3ccccc3)ccc2F)CC1,-6%,-10%,-6%,25%,4%,-6%,-8%,-4,-1%
CC1(C)CC(=O)C(N=Nc2ccc(S(=O)(=O)N3CCOCC3)cc2)=C(O)C1,0%,5%,-4%,3%,-1%,-9%,-1%,-1,-4%
CCCCN1C(=O)c2cccc3cc(O)cc(c23)C1=O,-3%,-23%[2.29 µM],6%,94%[activator],12%,3%,-5%[57.1 µM],-1,-5%
Cc1ccc(C(=O)Nc2sc(C(=O)N(C)C)c(C)c2C#N)cc1,-22%,-6%[57.1 µM],-1%,18%,3%,6%,1%[57.1 µM],-2,-3%
O=C(Nc1ccc(O)c2c(=O)cc(-c3ccccc3Cl)oc12)c1cccs1,?,-6%,1%,-2%&29%,-6%,0%,1%,-1,2%&9%
CCCc1[nH]nc2c1C1(C(=O)N(C(C)C)c3ccccc31)C(C#N)=C(N)O2 (centres undefined),-10%,11%[57.1 µM],1%,4%,8%,7%,7%[57.1 µM],5,0%
COC(=O)/C(=C/Nc1ccccc1)[N+](=O)[O-],8%,-13%,10%[11.5 µM],51%,1%,19%,-5%,-3,-13%
CC(=O)c1c(C)nc2sc3c(=N)n(N)cnc3c2c1-c1ccc(Cl)cc1,-18%,-16%,7%,38%,3%,-8%,-12%,-1,1%
Cc1ccc(N2C(=O)CSC2c2cccnc2)c(Cl)c1 (centres undefined),-6%,21%,-3%,14%,-9%,-3%,-1%,-4,3%
CCc1ccc(C2CC(=O)N(c3ccc(F)cc3)C3=C2C(=O)OC3)cc1 (centres undefined),-19%,18%,i,37%,4%,-3%,4%,-4,-4%
CCn1nc(NC(=O)CC(C)C)c2cc3ccc(C)cc3nc21,-8%,2%,.,54%[activator],0%,-10%,9%,-6,-4%
COc1ccccc1Oc1ncnc2sccc12,-5%,-4%[57.1 µM],19%,24%,9%,5%,-3%[57.1 µM],1,2%
COc1ccc(CN2C(=O)c3ccccc3C2=O)cc1C(=O)N(C)CC(=O)Nc1ccc(F)cc1,-20%,3%,-7%,19%,0%,12%,1%,-3,-1%
CN1C(=O)C(=O)/C(=C(/O)c2ccc(Br)cc2)C1c1ccc(Cl)cc1 (centres undefined),-22%,-4%,-3%,37%,-5%,1%,-6%,-8,-15%
COc1ccc(/C=N/Nc2nc3ccccc3[nH]2)c(OC)c1OC,?,22%[11.4 µM],2%,0%,4%,?,13%[11.4 µM],1,1%
COc1ccc(Nc2nc3c(c(=O)n(C)c(=O)n3C)n2CCO)cc1,-7%,1%[57.1 µM],-5%,6%,1%,21%,13%[57.1 µM],-7,-1%
Cc1ccc(C)c(N2CN(Cc3ccco3)CNC2=S)c1,-3%,-18%,0%,9%,5%,8%,-9%,-3,-2%
O=c1c2oc3ccccc3c2[nH]c(=S)n1-c1ccccc1,-15%,?,4%,-27%,-2%,-19%,-7%,1,7%
c1ccc(-c2nnc(CSc3nc4ccccc4[nH]3)o2)cc1,-21%,-13%,-1%,30%,10%,2%,-9%,-1,-8%
C[C@H](CO)N1C[C@H](C)[C@@H](CN(C)S(=O)(=O)c2ccc(F)cc2)Oc2c(NS(=O)(=O)c3ccccc3)cccc2C1=O,-17%,3%,-7%,35%,5%,1%,1%,-4,0%
COc1cc2ncnc(NCc3ccc(C)o3)c2cc1OC,-13%,19%,-2%,9%,2%,-2%,-1%,2,-5%
COc1ccc(NC(=S)N2CCCC2)cc1OC,0%,27%[57.1 µM],i,38%,3%,16%,-4%[57.1 µM],-2,0%
CNS(=O)(=O)c1ccc(C)cc1,0%,43%[57.1 µM],-6%,15%,11%,13%,7%[57.1 µM],6,-12%
CCOC(=O)NC(=O)/C(C#N)=N\Nc1cccc(Cl)c1,-11%,-1%,-5%,-16%,-3%,7%,-14%,-8,13%
COc1cccc(N2CCN(C3CC(=O)N(c4ccc(F)c(Cl)c4)C3=O)CC2)c1 (centres undefined),-19%,5%,0%,20%,5%,18%,0%,-4,-9%
O=C(Nc1ccc(Cl)cc1)c1cc(S(=O)(=O)N2CCCc3ccccc32)ccc1F,-15%,4%[57.1 µM],13%,63%[activator],-1%,-14%,-1%[57.1 µM],0,5%
COc1ccc(N(C(=O)Cc2cccs2)C2C=CS(=O)(=O)C2)cc1 (centres undefined),0%,18%[57.1 µM],-3%,13%,2%,1%,8%[57.1 µM],-4,7%
O=C(O)CNC(=O)c1ccccc1NC(=O)c1ccco1,-12%,-20%,-6%,41%[activator],-1%,-8%,-4%,4,-2%
Cc1ccc([C@H]2C[C@H](n3cc(-c4ccc(F)cc4)nn3)[C@@H](O)CN2C(=O)c2cccs2)cc1,?,.,2%,.,-4%,-5%,.,-5,.
C[C@@H]1CCCCO[C@H](CN(C)S(=O)(=O)c2ccc(F)cc2)[C@@H](C)CN([C@H](C)CO)C(=O)c2cc(NC(=O)Nc3ccc(C(F)(F)F)cc3)ccc2O1,-22%,.,-6%,.,12%,-11%,.,4,.
Cc1ccc(S(=O)(=O)N2CCN=C2SCc2cccnc2)cc1,-25%,12%,-6%,34%,-3%,0%,3%,3,-7%
Cc1ccccc1NC(=O)NC1CCCc2ccccc21 (centres undefined),-25%,21%,6%,34%,-3%,-9%,0%,0,1%
COc1ccc(NC(=O)Cn2ncc3c(C)n(Cc4cccc(Cl)c4)c(C)c3c2=O)cc1,-5%,14%,-4%,56%,0%,-8%,7%,-1,21%
O=C(CCNS(=O)(=O)c1ccc2[nH]c(=O)oc2c1)NCc1ccccc1,-15%,9%,-4%,48%[activator],-4%,-6%,-4%,1,-3%
O=C(CSC1=NCCS1)N1N=C(c2cccs2)CC1c1ccc(F)cc1 (centres undefined),-22%,.,7%,.,3%,-3%,.,6,.
CC(C)(C)NC(=O)C1CCC(C)(C(=O)O)C1(C)C (centres undefined),-12%,-3%[57.1 µM],-1%,19%,3%,-1%,2%[57.1 µM],1,-1%
CSc1nc(N)nc(SCC(=O)C23CC4CC(CC(C4)C2)C3)c1C#N,-18%,-5%,-7%,38%[activator],12%,-4%,9%,-2,9%
Cc1[nH]c(=O)n(C(C)C)c(=O)c1Br,-8%,-24%,0%,28%,-5%,-11%,-12%,3,-2%
CCOC(=O)c1sc(NC(=O)Cc2ccc(C)cc2)nc1C,-7%,30%,.,38%[activator],3%,0%,0%,-3,-6%
COc1cccc(C(=O)N2CCN(C(=O)Cc3ccccc3)CC2)c1,-15%,35%,-9%,32%,2%,-8%,7%,2,-1%
COc1cccc(C(=O)Nc2cccc(-c3nnc(-c4ccccc4)o3)c2)c1,-25%,22%[57.1 µM],-7%,58%[activator],0%,-4%,5%[57.1 µM],-10,2%
Cc1noc(C)c1C(=O)Nc1nc(-c2ccc([N+](=O)[O-])cc2)cs1,-8%,-15%,i,26%,3%,-1%,-11%,4,-1%
CN(C)CCNc1oc(COc2ccc(-c3ccccc3)cc2)nc1C#N,-11%,-27%[57.1 µM],-2%,-16%,4%,-3%,3%[57.1 µM],3,4%
O=C(CNC(=O)c1cc(S(=O)(=O)N2CCOCC2)ccc1N1CCCC1)Nc1ccc(F)c(F)c1,2%,3%,-3%,28%,-10%,1%,-8%,0,1%
O=C1CCCc2cc(S(=O)(=O)NCC3CCC(C(=O)Nc4ccccc4F)CC3)ccc2N1 (centres undefined),-10%,-2%[57.1 µM],1%,20%,1%,2%,-3%[57.1 µM],-2,1%
C/C(=N\O)C(C)NC(=O)c1ccccc1 (centres undefined),-7%,7%,i,17%,-3%,2%,2%,-1,-3%
O=C(CCC1CCCCC1)N1CCN(Cc2ccc3c(c2)OCO3)CC1,-13%,0%,-5%,26%,4%,-1%,-2%,-3,3%

# These rows are one share of the data (hit frequency here may not be typical).
